Compound activity from PubChem BioAssay.
hIAP activ: increases human intestinal alkaline phosphatase activity; AID 2524; activation factor at 10 µM; 330,000 compounds, 0.16% hits; P09923; purified human IAP, CDP-Star luminescence, 30 min; stronger effect = higher value; 1 = vehicle-only enzyme, 0 = enzyme-free background;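 active = activation factor of the enzyme at least 2-fold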; also: the source names both 10 and 20 µM as test concentration; values of inactives mirror those of a sister screen read the other way
Target sequence (P09923 whole entry, looked up): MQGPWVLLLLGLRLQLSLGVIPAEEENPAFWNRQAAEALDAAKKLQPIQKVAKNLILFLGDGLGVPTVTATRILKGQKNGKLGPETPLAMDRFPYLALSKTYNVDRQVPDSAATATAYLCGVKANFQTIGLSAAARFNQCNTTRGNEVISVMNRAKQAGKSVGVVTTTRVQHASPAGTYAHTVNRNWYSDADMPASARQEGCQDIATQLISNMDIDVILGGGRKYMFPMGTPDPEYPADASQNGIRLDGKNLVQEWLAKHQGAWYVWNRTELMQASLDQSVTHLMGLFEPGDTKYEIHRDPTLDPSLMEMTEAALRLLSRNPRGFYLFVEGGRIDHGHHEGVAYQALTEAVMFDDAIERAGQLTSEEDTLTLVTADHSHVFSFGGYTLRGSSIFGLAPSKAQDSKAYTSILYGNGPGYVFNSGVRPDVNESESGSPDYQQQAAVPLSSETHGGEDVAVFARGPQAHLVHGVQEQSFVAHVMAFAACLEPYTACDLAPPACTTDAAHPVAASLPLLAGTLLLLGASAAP
APOBEC3A inh: human APOBEC3A DNA deaminase inhibition | P31941 | recombinant A3A, FAM/TAMRA ssDNA deamination fluorescence | inhibition, % at 20 µM | 330,000 compounds, 0.41% hits | AID 493011;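 active = at least 40% inhibition at 20 µM here, with at most 30% in a related deaminase screen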;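 also: plate controls were A3A with DMSO for no effect and wells lacking A3A enzyme for full effect; some results filed as inactive read as strong as hits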
Target sequence (P31941 whole entry, looked up): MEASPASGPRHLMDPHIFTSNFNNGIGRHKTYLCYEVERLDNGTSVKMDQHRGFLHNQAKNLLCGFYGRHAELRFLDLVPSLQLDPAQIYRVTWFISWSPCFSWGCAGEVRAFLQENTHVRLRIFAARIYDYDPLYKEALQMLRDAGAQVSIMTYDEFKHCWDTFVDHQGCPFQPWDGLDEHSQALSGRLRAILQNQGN
ATG4B inhibitor: blocks human ATG4B protease cleavage of LC3 substrate | AID 504462 | ATG4B cleavage of LC3-PLA2, NBD-HPC fluorescence, 1 h | 340,000 compounds, 0.51% hits | Q9Y4P1 | inhibition, % at 8.33 µM; in the data active = inhibition above about 40%
Target sequence (Q9Y4P1 whole entry, looked up): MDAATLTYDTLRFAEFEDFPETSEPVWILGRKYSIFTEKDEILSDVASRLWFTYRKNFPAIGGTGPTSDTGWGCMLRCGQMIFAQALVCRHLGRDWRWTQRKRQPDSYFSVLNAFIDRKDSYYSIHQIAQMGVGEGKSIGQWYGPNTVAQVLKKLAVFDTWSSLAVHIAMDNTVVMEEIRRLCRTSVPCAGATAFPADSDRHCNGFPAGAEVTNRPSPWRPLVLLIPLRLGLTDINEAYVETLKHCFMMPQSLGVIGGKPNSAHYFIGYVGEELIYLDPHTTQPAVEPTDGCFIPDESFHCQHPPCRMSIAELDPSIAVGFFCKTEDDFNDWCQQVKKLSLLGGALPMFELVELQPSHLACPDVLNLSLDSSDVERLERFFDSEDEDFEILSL
mIAP act: mouse IAP activation. activation factor at 10 µM. muIAP, CDP-Star luminescence, 30 min; stronger effect = higher value; 1 = vehicle-only enzyme signal, 0 = enzyme-free wells. AID 2805. 330,000 compounds, 0.24% hits;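 active = activation factor of at least 2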; also: the source names both 10 and 20 µM as test concentration; values of inactives mirror those of a sister screen read the other way
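Assay system: mouse IAP enzyme; reagent: chemiluminescent substrate CDP-Star; dosing: test compounds delivered from DMSO solution; schedule: 30 min at room temperature; measured by: luminescence from enzymatic CDP-Star hydrolysis; controls: DMSO-only wells and no-enzyme negative control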
mIAP block: mouse IAP inhibition | purified mouse IAP, CDP-Star luminescence, 30 min | inhibition, % at 10 µM | AID 2806 | 330,000 compounds, 0.2% hits;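 active = inhibition of at least 40% at 10 µM in the primary screen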;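 also: plate controls were DMSO with enzyme for no effect and no enzyme wells for full effect; values of inactives mirror those of a sister screen read the other way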
hIAP block: blocks human intestinal alkaline phosphatase; purified IAP, CDP-Star luminescence, 30 min; 330,000 compounds, 0.12% hits; inhibition, % at 10 µM;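 active = inhibition reaching a set limit with compound at 10 µM in the primary screen, cut at about 35% in these data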;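 also: plate controls were DMSO wells with enzyme for no effect and no-enzyme buffer wells for full effect; values of inactives mirror those of a sister screen read the other way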
PfG6PD inh: PfG6PD (Plasmodium falciparum) enzyme inhibition; PfGluPho enzyme, NADPH resazurin-diaphorase fluorescence; inhibition, % at 20 µM; 350,000 compounds, 0.78% hits; AID 504690;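 active = inhibition reaching at least a set limit at 20 µM in the primary screen, cut at about 59% in these data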;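 also: 0% = DMSO wells with substrate and 100% = DMSO wells lacking glucose-6-phosphate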
HKDC1 inhibitor: HKDC1 (human) hexokinase inhibition | Q2TB90 | recombinant HKDC1, G6PDH/diaphorase resazurin coupled fluorescence | inhibition, % at 20 µM | 340,000 compounds, 0.16% hits | AID 493160;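 active = inhibition above about 35% when tested at 20 µM, limit read from the data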;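 also: plate controls were DMSO wells with enzyme for no effect and DMSO wells lacking enzyme for full effect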
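System: Recombinant HKDC1 hexokinase | Amount: HKDC1 at 5 µg/mL | Reagent: Glucose with 1 mM ATP | Doses: Single 20 µM dose | Incubation: Reaction time 90 min, room temperature, protected from light | Signal: Coupled resazurin fluorescence, excitation 525 nm, emission 613 nm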
* hit, by the source's call; · = not tested or not shown; & = joins results of further samples.

SMILES	hIAP activ	APOBEC3A inh	ATG4B inhibitor	mIAP act	mIAP block	hIAP block	PfG6PD inh	HKDC1 inhibitor
Cc1ccc(Nc2ncccc2C(N)=O)cc1[N+](=O)[O-]	0.893	0.5	5.4	0.902	9.8	10.7	31.6	-6.0
Cc1nn(Cc2ccccc2)c(C)c1C(=O)OCC(=O)c1cc(C)n(CC(F)(F)F)c1C	0.949	-3.8	4.6	0.97	3.0	5.1	7.9	5.2
O=C(CSc1ncccn1)NCc1ccccc1Cl	1.2	3.8	2.6	1.13	-12.8	-19.7	-12.1	-9.6
COc1ccc(CCNS(=O)(=O)c2cn(C)c(=O)n(C)c2=O)cc1OC	1	-5.2	-12.2	1.04	-4.3	-0.1	-3.7	-1.2
CC(C)CCN(C(=O)Cc1ccc(Cl)c(Cl)c1)c1c(N)n(Cc2ccccc2)c(=O)[nH]c1=O	0.923	1.4	-0.7	1.05	-4.6	7.7	-9.5	-8.5
COc1ccc(/C=C2\NC(=S)N(CC3CCCO3)C2=O)c(OC)c1C (configuration not stated)	0.905	-0.1	4.6	0.874	12.6	9.5	22.4	11.0
CC[n+]1c(/C=C/C=C/N(C(C)=O)c2ccccc2)sc2ccccc21	0.842	27.9	-68.5	0.924	7.6	15.8	37.8	-3.1
CC1CCCCC1NC(=O)COC(=O)c1ccc(S(=O)(=O)N2CCOCC2)cc1 (configuration not stated)	1.15	6.0	4.3	0.955	4.5	-14.8	-11.5	-1.3
CC1CCCCN1S(=O)(=O)c1ccc(S(=O)(=O)NCCc2ccncc2)cc1 (configuration not stated)	1.03	-3.8	-2.1	1.05	-4.9	-3.0	6.3	-7.2
O=C(COC(=O)c1cc(Cl)ccc1Cl)NCCN1C(=O)CSC1=O	1.1	-9.5	9.1	0.986	1.4	-10.3	-8.5	-1.9
CCOc1ccc(NC(=S)NC23CN4CN(CN(C4)C2)C3)cc1	1.02	-0.8	-3.2	0.991	0.9	-1.9	12.5	2.3
COc1cc(NC(=O)c2ccc3c(SCC(=O)O)c4c(nc3c2)CCCC4)cc(OC)c1OC	0.948	0.5	-2.2	0.891	10.9	5.2	-2.6	3.8
O=C(Nc1cccc(F)c1)c1cccnc1	0.879	-5.6	-6.8	0.961	3.9	12.1	13.4	-4.9
O=c1c2ccccc2c(/C=N/c2ncn[nH]2)c(O)n1Cc1ccccc1	1.54	-4.1	-7.2&-15.1	0.827	17.3	-54.2	2.1&-11.0	-4.8&5.1
NCCCCCC(=O)N/N=C/c1coc2ccccc2c1=O	1.12	-2.2	4.9	1.03	-3.4	-12.3	-4.2	-0.8
CC(=O)NC(Cc1c[nH]c2ccccc12)C(=O)NCc1ccco1 (configuration not stated)	0.966	-3.9	0.1	1.02	-2.3	3.4	-1.4	-1.3
COc1ccc(C2CC(=O)C(C=NCCCN3CCOCC3)=C(O)C2)cc1 (configuration not stated)	0.959	-2.7	8.1	0.971	2.9	4.1	-8.4	0.2
Nc1cc(OC(=O)c2ccco2)nn1S(=O)(=O)c1ccc(F)cc1	1.06	1.7	-2.1	0.926	7.4	-6.0	2.4	7.0
Cc1ccc(N(C)C(=O)C2CCCN2S(=O)(=O)c2cccc3nsnc23)cc1 (configuration not stated)	1.09	1.0	4.1	0.956	4.4	-8.7	-8.1	-5.2
CCCCC1(C(=O)OC)NC(c2ccc(O)cc2)C2C(=O)N(c3ccccc3)C(=O)C21 (configuration not stated)	1.1	-9.5	-16.6	0.996	0.4	-9.9	4.5	-0.3
O=C(c1ccco1)N1CCN(Cc2c(F)cccc2Cl)CC1	0.979	-4.7	3.9	0.975	2.5	2.1	0.6	-7.2
CC(=O)N(C1CC(C)C(C#N)(C#N)C1(C#N)C#N)N(C)C (configuration not stated)	0.971	1.3	-3.8	0.881	11.9	2.9	12.9	-5.0
CCOC(CC(=O)NNC(=O)c1c(-c2c(Cl)cccc2Cl)noc1C)OCC	0.889	-2.9	3.6	0.962	3.8	11.1	-9.1	-5.4
C=CCSc1n[nH]c2nc3c(c(=O)n12)C1(CCCC1)Cc1ccccc1-3	1	-5.3	-0.9	0.91	9.0	-0.2	3.0	4.0
COc1cc(CN2CCC(C(=O)NCCC(C)C)CC2)ccc1OCc1ccccc1	1.38	-7.5	-0.2	1.27	-27.5	-37.5	7.2	-7.8

In another format: 3 of the compounds above
molecule | hIAP activ | APOBEC3A inh | ATG4B inhibitor | mIAP act | mIAP block | hIAP block | PfG6PD inh | HKDC1 inhibitor
CC1CCCCN1S(=O)(=O)c1ccc(S(=O)(=O)NCCc2ccncc2)cc1 (configuration not stated) | 1.03 | -3.8 | -2.1 | 1.05 | -4.9 | -3.0 | 6.3 | -7.2
COc1ccc(C2CC(=O)C(C=NCCCN3CCOCC3)=C(O)C2)cc1 (configuration not stated) | 0.959 | -2.7 | 8.1 | 0.971 | 2.9 | 4.1 | -8.4 | 0.2
CCCCC1(C(=O)OC)NC(c2ccc(O)cc2)C2C(=O)N(c3ccccc3)C(=O)C21 (configuration not stated) | 1.1 | -9.5 | -16.6 | 0.996 | 0.4 | -9.9 | 4.5 | -0.3

More structures
SMILES	hIAP activ	APOBEC3A inh	ATG4B inhibitor	mIAP act	mIAP block	hIAP block	PfG6PD inh	HKDC1 inhibitor
CCCCNS(=O)(=O)c1ccc(S(=O)(=O)NCc2ccncc2)cc1	0.982	-1.0	-5.8	1.05	-4.6	1.8	-1.4	15.1
O=C1CC(C(=O)O)S/C(=N\NC(=O)c2ccccc2)N1 (configuration not stated)	1.16	1.3	-0.3	0.953	4.7	-15.8	1.3	-9.6
Cc1ccc(C)c(NC(=O)COC(=O)CCc2ccc(S(=O)(=O)N3CCOCC3)cc2)c1	1.05	-2.2	-0.9	1.01	-0.9	-5.4	-8.7	-0.3
CCOc1ccc(N2C(=O)CC(SC(=NC)Nc3ccc4c(c3)OCO4)C2=O)cc1 (configuration not stated)	0.959	0.7	-18.1	0.955	4.5	4.1	12.2	-0.3
O=C(N/C(=C\c1cn(-c2ccccc2)nc1-c1ccccc1)C(=O)N1CCOCC1)c1ccccc1	1.15	-0.2	·	1.1	-9.7	-15.2	·	·
Cc1c(C(=O)NCc2ccccn2)oc2ccc(S(=O)(=O)N3CCOCC3)cc12	1.12	-0.4	-9.8	0.975	2.5	-12.4	-1.2	-1.7
N#Cc1ccccc1OCC(=O)OCC(=O)NC1CC1	1.07	-2.3	-4.6	1.15	-14.7	-7.4	-1.7	-5.0
Cc1cccc(NC(=O)c2nc(-c3ccccc3)n(-c3ccccc3)n2)c1C	0.897	2.5	9.3	1.02	-1.9	10.3	3.1	-3.0
Cc1ccc(NC(=O)c2cccc(S(=O)(=O)N3CCCc4ccccc43)c2)nc1	1.03	-2.3	-10.5	0.924	7.6	-3.4	10.5	2.6
CCc1ccc(N(C(=O)CNC(=O)c2ccco2)C(C(=O)NC2CCCC2)c2ccncc2)cc1 (configuration not stated)	0.872	-1.2	4.4	0.964	3.6	12.8	-5.5	3.1
Cc1nn(C(C)(C)C)c(OC(=O)c2ccco2)c1Sc1ccccc1	1.07	0.7	16.0	0.989	1.1	-7.0	3.8	-2.2
Fc1ccc(Cc2nnc(-c3cccs3)o2)cc1	1.05	0.7	6.3	0.938	6.2	-4.6	-1.8	-2.2
CCc1nn(CC(=O)NCCC2=CCCCC2)c(=O)c2cc3cc(F)ccc3n12	1.05	-5.7	8.1	1.14	-13.9	-5.1	-3.7	3.2
O=C(NC(Cc1ccccc1)C(=O)O)/C(=C/c1ccc(Cl)cc1)NC(=O)c1ccccc1 (configuration not stated)	0.936	-1.4	-1.8	0.939	6.1	6.4	-8.7	-4.5
Cc1cc(/C=C2\C(=N)N3N=C(c4ccco4)SC3=NC2=O)c(C)n1Cc1ccccc1	0.941	4.3	27.5	0.873	12.7	5.9	-22.5	14.6
CC1=C(CC(=O)O)c2cc(F)ccc2/C1=C/c1ccc(S(C)=O)cc1 (configuration not stated)	1.05	0.1	-2.4	0.907	9.3	-5.4	16.2	10.7
O=C(COC(=O)c1cccc(C(F)(F)F)c1)NC(=O)NC1CCCC1	1.25	-3.0	2.7	1.08	-8.0	-24.9	24.1	0.6
COc1ccccc1/C=N/N1CCN(Cc2ccccc2Cl)CC1	1.16	-4.2	3.2	0.971	2.9	-16.0	7.6	-0.8
O=C(CS(=O)(=O)c1ccc(C(F)(F)F)cn1)NNC(=O)c1ccccc1	0.889	-2.4	2.3	0.921	7.9	11.1	-0.6	-2.9
CCn1nc(C(=O)Nc2ccccc2C)c(Cl)c1Cl	0.99	-4.4	-3.5	1.1	-10.1	1.0	8.7	-4.1
CCCOc1ccc(CC(CC(=O)O)(C(=O)O)C(=O)O)cc1	1.07	3.2	6.4	0.992	0.8	-6.6	-13.0	3.1
Cc1ccc(NC(=O)CSc2nnc(-c3cnccn3)n2Cc2ccco2)cc1C	1.03	6.1	0.9	0.966	3.4	-3.2	7.8	5.1
CCCCCOc1ccc(/C=C/C(=O)NCCc2nc3ccccc3[nH]2)cc1OC	1.08	-3.3	-10.8	0.932	6.8	-7.7	-0.6	1.5
Cc1ccc2c(c1)N(C(=O)CCC(=O)NCc1ccccc1)CC(C)O2 (configuration not stated)	1	1.2	3.6	1.02	-2.2	-0.5	-14.0	4.0
Cc1ccc(-n2c(SCC(=O)OC(C)C)nnc2-c2cnccn2)cc1	1.06	-5.5	-6.9	1.11	-10.6	-5.9	-14.3	3.4
Following part:
SMILES	hIAP activ	APOBEC3A inh	ATG4B inhibitor	mIAP act	mIAP block	hIAP block	PfG6PD inh	HKDC1 inhibitor
COc1ccc(C(=O)Nc2nc(CC(=O)NCc3ccc(F)cc3)cs2)cc1	0.936	-4.9	-7.1	0.968	3.2	6.4	10.8	7.6
Cc1ccc(-n2nnnc2SCC(=O)c2c(N)n(C3CC3)c(=O)[nH]c2=O)c(C)c1	1.16	-7.2	-7.4	1.02	-2.3	-16.4	12.1	-1.5
O=C(CNc1ccc(C(F)(F)F)cc1)Nc1cccc(S(=O)(=O)N2CCCC2)c1	1.06	29.3	-6.5	1.07	-6.7	-6.0	0.6	-5.2
O=c1cc(CSc2nnc(COc3cccc4ccccc34)o2)c2ccccc2[nH]1	1	-8.0	-7.2	0.997	0.3	-0.4	12.1	8.9
Cc1nc(SC(C(=O)c2ccccc2)c2ccccc2)n[nH]1 (configuration not stated)	1.26	-0.2	0.3	0.946	5.4	-26.4	23.2	-7.2
O=C(CCc1ccc(S(=O)(=O)N2CCOCC2)cc1)Nc1ccccc1F	0.892	-4.8	-4.5	1.01	-0.6	10.8	0.5	-4.8
O=C(O)CC12C[C@H]3C[C@@H](C1)CC(n1ncc(N4CCN(c5ccccc5)CC4)c(Cl)c1=O)(C3)C2	0.968	-5.0	-1.5	0.969	3.1	3.2	-1.2	-0.8
O=C(NCC1CCCCC1)c1cccc(-c2ccc(O)cc2)c1	1.02	-5.8	16.5	1.05	-4.8	-2.0	-9.5	2.2
CC(C)Cn1nc(C(=O)Nc2cccc(S(=O)(=O)N3CCCC3)c2)c2ccccc2c1=O	0.967	-2.7	-10.2	0.946	5.4	3.3	-2.0	-1.3
CN(C)C(=O)c1ccc(NC(=O)COc2ccc([N+](=O)[O-])cc2)cc1	1.08	2.3	0.4	1.01	-1.0	-7.8	-12.3	3.4
O=C(Nc1nnc(SCc2ccc(F)cc2)s1)c1ccccn1	1.11	-1.4	7.0	0.947	5.3	-11.0	-26.3	10.2
O=C(CSc1nnc(-c2ccc(F)cc2)o1)N1CCN(C(=O)c2ccco2)CC1	1.13	-3.2	-6.0	1.06	-5.7	-13.1	-12.2	-8.3
CC(=O)c1ccc(N2CCN(C(=O)Cc3ccccc3)CC2)c(F)c1	1.09	-2.7	6.7	1.09	-9.4	-8.9	-8.3	-3.8
O=C(N/N=C/c1cc2c(cc1Cl)OCO2)c1ccc2c(c1)OCCO2	0.938	3.6	-6.6	0.968	3.2	6.2	9.2	-0.6
